# Screening results as filed in PubChem BioAssay.
# RBBP9 inhibitor: human RBBP9 inhibitors, primary screen, biochemical, fluorescence polarization, FP-Rh probe, HTS; actives 0.2% (n = 220,000); recombinant RBBP9; AID 1515, 2009; Serine hydrolase RBBP9 (Homo sapiens), O75884; inhibition, % at 7.94 µM;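 active = inhibition above the campaign mean of all tested compounds plus 3 SD, cut at about 14% in these data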;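 note: plate controls were DMSO wells with RBBP9 for no effect and wells lacking RBBP9 protein for full effect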
# Target sequence (O75884 whole entry, looked up): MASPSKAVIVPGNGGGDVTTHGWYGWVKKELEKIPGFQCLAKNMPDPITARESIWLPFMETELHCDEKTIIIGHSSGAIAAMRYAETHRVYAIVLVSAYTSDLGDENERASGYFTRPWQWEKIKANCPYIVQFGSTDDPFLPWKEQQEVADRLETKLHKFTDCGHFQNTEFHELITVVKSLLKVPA
#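 System: RBBP9 protein | Quantity: 2.5 µM RBBP9 dispensing solution, before mixing | Reagent: FP-Rh probe, 375 nM dispensing solution | Timing: Enzyme-compound preincubation 30 min, then probe labeling 45 min, 25 °C | Measured by: Fluorescence polarization | Read-out: % inhibition | Replication: One well per compound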
# Runt-CBFb FRET: inhibitors of RUNX1 Runt–CBFb binding, primary screen, biochemical, FRET, Cerulean-Runt, Venus-CBFb, uHTS; Cerulean-Runt/Venus-CBFb FRET ratio 530/480, 1 h; inhibition, % at 20 µM; Runt-related transcription factor 1 (Homo sapiens) + Core-binding factor subunit beta …; AID 1496, 2009; actives 0.46% (n = 220,000);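 active = inhibition over about 50% at 20 µM in the single-dose screen, limit read from the data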;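 note: 0% = DMSO wells and 100% = excess unlabeled CBFb competitor control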
# Target sequence (Q01196 whole entry, looked up): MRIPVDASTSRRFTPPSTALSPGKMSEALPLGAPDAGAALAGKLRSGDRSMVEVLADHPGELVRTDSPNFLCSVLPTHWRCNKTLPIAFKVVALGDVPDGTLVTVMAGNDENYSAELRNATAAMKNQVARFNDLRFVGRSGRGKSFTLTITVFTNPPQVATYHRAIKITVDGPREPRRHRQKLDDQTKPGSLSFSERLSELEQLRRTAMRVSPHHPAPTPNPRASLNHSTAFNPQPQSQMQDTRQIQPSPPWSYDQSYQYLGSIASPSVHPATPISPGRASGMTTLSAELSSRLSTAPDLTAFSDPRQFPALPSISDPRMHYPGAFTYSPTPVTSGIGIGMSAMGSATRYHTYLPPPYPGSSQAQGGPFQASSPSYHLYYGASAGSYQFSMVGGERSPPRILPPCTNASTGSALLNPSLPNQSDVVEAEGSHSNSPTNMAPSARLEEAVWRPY
# Target sequence (Q13951 whole entry, looked up): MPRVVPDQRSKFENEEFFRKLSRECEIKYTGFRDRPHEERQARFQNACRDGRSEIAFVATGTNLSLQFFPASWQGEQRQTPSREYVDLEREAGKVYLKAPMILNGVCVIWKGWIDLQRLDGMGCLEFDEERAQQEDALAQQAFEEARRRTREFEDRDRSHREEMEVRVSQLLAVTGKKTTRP
#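 Assay system: Cerulean-Runt domain / Medium: Tris 50 mM pH 7.5, KCl, K2SO4, 0.01% BSA / Timing: protein complex preformed 1 h, compound exposure 1 h, room temperature, dark / Measured by: FRET, excitation 422 nm, emission at 530 and 480 nm / Evaluation: loss of energy transfer signal / Control set: 5 µM unlabeled CBFb as full-inhibition high control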
# BaF3 parental: parental Ba/F3 cell viability inhibition, counter-screen for JAK2V617F inhibitor project, murine pro-B, CellTiter-Glo luminescence; inhibition, % at 5.6 µM; AID 1486, 2009; actives 1.1% (n = 220,000); CellTiter-Glo ATP luminescence;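 active = inhibition above a per-campaign cutoff, the mean inhibition of all tested compounds plus 3 SD, cut at about 27% in these data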;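 note: 0% = DMSO wells and 100% = JAK Inhibitor I control wells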
# NPY2 pot ag: NPY-Y2 potentiators or agonists, primary screen, cell-based; Neuropeptide Y receptor type 2 (Homo sapiens), P49146; actives 0.45% (n = 220,000); AID 1359, 2008; activation, % at 3.6 µM; cells expressing NPY-Y2, potentiator/agonist read-out; in the data active = activation above about 27%;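 note: cells stimulated with NPY near EC25 plus isoproterenol at EC100; 0% = vehicle plus submaximal agonist and 100% = vehicle plus saturating agonist; some results beyond the cut were filed as inactive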
# Ba/F3 V617F tox: reduced viability of JAK2V617F-dependent Ba/F3 cells, primary screen, JAK2V617F inhibitor project, cell-based, Ba/F3 EpoR-JAK2V617F, luminescence; inhibition, % at 5.6 µM; AID 1446, 2008; actives 1.1% (n = 220,000); ATP luminescence;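 active = inhibition above the campaign mean plus 3 SD over all tested compounds, cut at about 24% in these data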;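 note: cytokine-independent growth of Ba/F3 cells driven by EpoR plus mutant JAK2; 0% = DMSO-treated cells and 100% = JAK inhibitor I control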
# S1P4 ag: S1P4 receptor agonists, primary screen, cell-based | S1P4-expressing cell line, agonist reporter assay | Sphingosine 1-phosphate receptor 4 (Homo sapiens), O95977 | actives 0.35% (n = 220,000) | activation, % at 4.98 µM; in the data active = activation above about 11%;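 note: 0% = DMSO vehicle and 100% = reference agonist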
# S1P4 antagonist: S1P4 receptor antagonists, primary screen, cell-based. inhibition, % at 4.98 µM. S1P4-expressing cells, antagonist mode, reporter read-out. actives 0.26% (n = 220,000). Sphingosine 1-phosphate receptor 4 (Homo sapiens), O95977. AID 1510, 2009; in the data active = inhibition above about 29%;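 note: 0% = wells stimulated with agonist and 100% = vehicle wells without agonist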
# NPY-Y1 antag: NPY-Y1 receptor antagonists, primary screen, cell-based. Neuropeptide Y receptor type 1 (Homo sapiens), P25929. HEK293-CNG Y1 cells, membrane potential fluorescence; NPY at EC95, then isoproterenol. inhibition, % at 3.6 µM. actives 1% (n = 200,000);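 active = inhibition above the campaign mean inhibition of all tested compounds plus 3 SD, cut at about 20% in these data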;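 note: 0% = DMSO wells given NPY plus isoproterenol and 100% = isoproterenol alone without NPY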
#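 material = HEK293 cells with Y1 receptor plus CNG channel | also added = NPY 25 nM then isoproterenol 1 µM plus Ro 20-1724 25 µM | schedule = dye 3 h, compound 60 min room temperature, stimulation 45 min | measured by = membrane potential fluorescence | benchmarks = high control isoproterenol alone, low control NPY with isoproterenol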
# NPY1 pot ag: NPY-Y1 receptor potentiators or agonists, primary screen, cell-based. Neuropeptide Y receptor type 1 (Homo sapiens), P25929. NPY-Y1 expressing cells, potentiator/agonist activation. activation, % at 3.6 µM. actives 0.37% (n = 220,000); in the data active = activation above about 33%, passing the limit was not always enough;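 note: cells stimulated with NPY at EC10 then isoproterenol at EC100; 0% = low agonist plus stimulus and 100% = saturating agonist plus stimulus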
# Active calls of the source: *; x = not tested or not shown.
SMILES,RBBP9 inhibitor,Runt-CBFb FRET,BaF3 parental,NPY2 pot ag,Ba/F3 V617F tox,S1P4 ag,S1P4 antagonist,NPY-Y1 antag,NPY1 pot ag
CCOC(=O)NNC(=O)C12CC3CC(CC(C3)C1)C2,-6,2,4,3,-4,0.4,-10,-3,4
COc1ccc(OC)c(S(=O)(=O)NCC2CCCO2)c1 (centres undefined),-1,-1,5,-9,0,2.4,-13,-2,-23
CN1CCC(OC(=O)Cc2ccc(Cl)cc2)CC1,0,1,4,-3,2,1.2,-4,2,-8
COc1ccc(N2CC(C(=O)Nc3ccc(S(=O)(=O)Nc4nccs4)cc3)CC2=O)cc1 (centres undefined),3,1,6,-9,0,1.9,16,-4,-10
N#Cc1nc(-c2ccco2)oc1N1CCCC1,-2,0,6,-8,4,1.2,-7,-6,-7
NS(=O)(=O)c1ccc(NC(=O)CN2C(=O)c3ccccc3C2=O)cc1,4,-1,-2,-11,-1,2.1,-17,x,1
C/C(Cl)=C\Cn1c(NCCc2ccccc2)nc2c1c(=O)n(C)c(=O)n2C,-4,-4,18,18,3,0.8,2,8,-6
CCn1cc([N+](=O)[O-])c(C(=O)Nc2ccn(Cc3ccccc3F)n2)n1,2,2,1,11,-3,-3.3,-18,-3,-7
Cc1[nH][nH]c(=O)c1C(c1ccc(-c2cccc(Cl)c2)o1)c1c(C)[nH][nH]c1=O,8,15,-3,-6,-2,1.0,-15,x,7
COc1ccccc1N1C(=O)C2CCC(c3ccccc3)CC2C1=O (centres undefined),-6,-3,9,-18,3,-0.7,-10,5,-2
Cc1nc2nc(C)c(CCC(=O)N3CCN(c4ccccn4)CC3)c(C)n2n1,-12,0,3,-2,-2,2.0,4,-7,-5
O=C(c1cc2nc(-c3ccc(F)cc3)cc(C(F)(F)F)n2n1)N1CCCC1,7,2,3,10,-2,0.0,-17,0,-7
O=C(CSc1nnc(-c2cccs2)n1-c1ccccc1)N1CCN(C(=O)c2ccco2)CC1,-4,-1,1,9,10,0.0,10,3,4
COc1cc(NC(=O)Nc2cccc([N+](=O)[O-])c2)cc(OC)c1,-11,-1,6,14,2,0.1,3,-6,14
O=S(=O)(c1cccc(C(F)(F)F)c1)N1CCN(c2ccccc2)CC1,-1,0,0,8,-4,0.5,-15,8,2
Cc1ccc(C)n1-c1ccc(C(=O)Nc2ccccc2)cc1,1,0,5,4,4,-0.2,-8,-1,4
CN(C)CCNC(=O)C(=O)NCC1OCCN1S(=O)(=O)c1ccc2c(c1)OCCO2 (centres undefined),-12,1,1,6,1,-1.2,-3,x,-31
Cc1sc2c(=O)n3c(nc2c1C(=O)NCCCN1CCOCC1)CCCCC3,4,-2,11,-7,9,-0.6,4,-2,-6
N#C/C(=C\c1ccc(-c2cccc([N+](=O)[O-])c2)o1)C(=O)Nc1nc(-c2cccs2)cs1,-3,-2,-12,-5,-1,0.7,-6,x,21
COc1ccc(N(CC(O)Cn2c(C)nc3ccccc32)S(=O)(=O)c2ccc(C)cc2)cc1 (centres undefined),-10,-5,3,-7,2,3.2,-3,-1,-24
CCOC(=O)N1CCN(C(=O)C2CC(c3ccccc3OC)=NO2)CC1 (centres undefined),-10,3,2,6,2,-0.3,-11,5,0
CC(C)(C)NCc1cc(Br)ccc1OCc1cccs1,-7,1,-1,29,-4,0.7,6,16,18
COc1ccccc1-c1noc(CCC(=O)Nc2cc(C(F)(F)F)ccc2Cl)n1,-3,0,5,-18,0,1.6,-9,-2,19
N#Cc1c(-c2ccccc2)nc2n(c1=O)CCS2,-3,1,0,14,0,-0.5,-4,7,17
COc1cc(/C=C/c2noc(-c3ccccc3O)n2)ccc1OC(C)=O,0,-2,-3,-5,-7,0.1,5,x,-26
CCN1CCN(c2cc(C)c3cc(NC(=S)N4CCCC4)ccc3n2)CC1,-2,-1,3,-2,-2,-0.1,-4,3,-6
COc1ccccc1/C=N/N1C(=O)C2C3C=CC(CC3)C2C1=O (centres undefined),-3,0,1,6,-3,1.8,-1,3,8
Cc1ccccc1C(=O)NNC(=O)c1ccc(F)cc1,-8,0,5,4,0,-0.4,-2,2,12
O=C(CSc1ncc(-c2ccccc2)n1-c1ccccc1)NCc1ccco1,-3,-2,6,-19,2,-0.5,-6,8,-37
CC1CCN(c2c(NCc3ccc(C(=O)NCc4ccco4)cc3)c(=O)c2=O)CC1,-3,-1,2,3,3,0.8,3,0,-8
Cc1cccc(C)c1OCCCN1CCCC1,2,1,2,8,-1,-3.3,-3,7,-35
COc1cc(/C=N/NC(=S)NCc2ccccc2)ccc1OCC#N,-6,-3,5,3,1,0.5,-3,17,-35
CCC1CCCCN1Cc1nc(Cc2ccccc2Cl)no1 (centres undefined),-2,-2,-2,-1,2,1.1,-2,x,-5
Cn1cccc1Cc1nnc(SCC(=O)Nc2ccc(Cl)cc2)n1-c1ccc(F)cc1,-4,2,-2,9,-3,-1.8,-3,-1,14
CC1CCCN(S(=O)(=O)c2ccccc2[N+](=O)[O-])C1 (centres undefined),-6,0,11,-2,4,0.2,10,2,25
COCc1cc(C)nc(N2CCOCC2)c1C#N,-6,0,4,8,-4,-0.2,-8,1,6
O=C(Cc1ccccc1)Nc1ccc(C(=O)NCC2COc3ccccc3O2)cc1 (centres undefined),-11,-1,2,-3,-3,3.2,-1,-3,5
CC(=O)N1CCN(CCN(CC2C(C)C=C(C)CC2C)C(C)=O)CC1 (centres undefined),-4,-1,3,-6,2,-0.8,5,3,4
Cc1cnc(C(=O)Nc2ccc3c(c2)CCC3)cn1,-5,-1,0,1,3,-0.6,5,-5,-6
CCc1ccccc1NC(=O)CSc1nnc([C@H](CCSC)NC(=O)OC(C)(C)C)o1,-13,-2,1,3,-1,0.0,-8,2,-11
CCOC(=O)C1CCN(S(=O)(=O)c2ccc(OCC)cc2)CC1,2,0,4,2,0,0.7,-10,-1,-28
Nc1c(C(=O)CCC(=O)O)oc2ccc(Cl)cc12,0,-1,2,-4,-2,2.7,-12,13,-3
Cc1cc(C)n2cnnc2n1,-7,0,-3,8,-1,-0.4,5,x,-21
COC(=O)c1cn(NC(=O)c2cccnc2)c(=O)c2ccccc12,-1,1,6,-12,3,-1.0,-4,4,-24
COc1ccc(NC(=S)N2CCN(c3ccccn3)CC2)cc1OC,4,6,9,-2,0,28*,-23,8,-2
O=C(NCCO)c1cccc(Nc2nc(-c3ccccc3)c3cc(Cl)ccc3n2)c1,-16,-6,7,10,0,-1.2,-10,-2,-15
Cc1ncc(CN2CCCC(CCC(=O)NCc3ccccc3F)C2)s1 (centres undefined),-2,1,1,2,-3,-0.3,-12,4,4
C#CCSc1nc2ccccc2n1C(=O)c1ccc(S(=O)(=O)N2CCCCC2)cc1,3,0,4,11,-3,0.2,-29,3,9
CNC(=O)c1cc2c(s1)-c1ccccc1CC2,-3,0,12,4,6,-1.2,7,-4,-6
COc1ccc(N2C(=O)/C(=C\c3ccco3)N=C2SCC(=O)N(C(C)C)C(C)C)cc1Cl,8,-2,0,-2,-6,0.7,-19,6,-12
O=c1[nH]c2ccccc2c(O)c1-c1ccccc1[N+](=O)[O-],1,8,8,-11,2,0.9,7,6,4
COc1ccc(CCN2CC34C=CC(O3)C(C(=O)NCc3ccccc3)C4C2=O)cc1OC (centres undefined),-4,-6,3,-9,-1,1.7,-22,6,1
COc1ccc2c(Cl)c(C(=O)NC3CCS(=O)(=O)C3)sc2c1 (centres undefined),-6,-4,4,-6,2,-0.1,-12,-4,-1
CCCCCCCCNC(=O)CC(NS(=O)(=O)c1ccc(NC(C)=O)cc1)C(C)C (centres undefined),-2,-8,0,5,-1,1.4,-14,-5,-3
O=C(COC(=O)c1ccc[nH]c1=O)NC1CCCC1,-8,1,1,12,1,4.3,-6,-2,8
O=C(c1ccc(S(=O)(=O)N2CCCC2)cc1)N1CCC(CN2C(=O)c3cccc4cccc(c34)C2=O)CC1,4,3,-2,-36,10,-0.1,7,x,18
CSc1nnc(-c2sc3cc(Cl)ccc3c2Cl)n1C,-4,-1,0,26,-3,0.3,-19,-10,27
CCOc1ccc(NC(=S)Nc2cc(OC)c(Cl)cc2OC)cc1,-10,3,6,-9,2,-0.5,-3,-2,-8
Cc1nc(SCC(=O)O)c(C#N)c(C)c1CC(=O)c1ccccc1,-7,-1,8,1,2,0.4,-10,1,4
COc1ccc(NC(=O)CCn2cccc2)cc1,8,0,7,15,3,2.5,-17,5,5

# More entries follow:
SMILES,RBBP9 inhibitor,Runt-CBFb FRET,BaF3 parental,NPY2 pot ag,Ba/F3 V617F tox,S1P4 ag,S1P4 antagonist,NPY-Y1 antag,NPY1 pot ag
CC(C)(C)C(=O)/C=c1\[nH]c(=O)/c(=C\c2ccc(F)cc2)s1,-9,-1,4,-4,-4,3.3,-13,2,0
Cc1cc2c(cc1C)NC1(C(=O)Nc3ccccc31)C1=C(CC(C)(C)CC1=O)N2 (centres undefined),1,3,3,4,4,-2.0,-11,6,8
CSc1ccccc1Sc1cc(C(=O)O)c2ccccc2n1,-4,-5,7,-11,-4,5.3,-10,6,9
COc1cc(C2CC(=O)Oc3c2c(=O)n(C)c2ccccc32)cc(OC)c1OC (centres undefined),-4,x,4,11,-3,2.8,-29,-2,3
O=C(CSc1nnc(SCc2ccccc2)s1)N/N=C/c1c[nH]c2ccccc12,-3,x,2,18,-4,1.4,4,3,5
COc1ccc(N2CCN(CCCNC(=O)c3cc4sccc4n3C)CC2)cc1,-7,-1,4,-5,4,1.2,-5,4,-32
COc1cccc(-c2nc3ccccc3s2)c1,-11,1,1,-11,1,0.1,6,5,-14
CCOC(=O)N1CCC(NCCNC(=O)c2ccc(Cl)cc2)CC1,-9,0,6,0,-3,1.2,-29,4,-14
Cc1cc(N2CCN(C)CC2)nc2ccc(NC(=S)N3CCN(c4ccc(F)cc4)CC3)cc12,-3,1,3,-13,2,0.4,-6,-3,3

# Structures above shown as hits in S1P4 ag.
compound	RBBP9 inhibitor	Runt-CBFb FRET	NPY2 pot ag	S1P4 ag	S1P4 antagonist	NPY-Y1 antag	NPY1 pot ag
COc1ccc(NC(=S)N2CCN(c3ccccn3)CC2)cc1OC	4	6	-2	28*	-23	8	-2
